Screening results as filed in PubChem.
HEK cytotox – cytotoxic compounds in HEK 293 cells; Potency, µM (doses to about 115 µM), inactives show top-dose activity change, negative = cytotoxicity, actives largely listed as inhibitors; HEK 293 viability, ATP luminescence (CellTiter-Glo), 48-72 h; hit rate 6.6% among 94,000; also: potency is read from the fitted curve at half-maximal effect; nearly all actives have a fitted effect of over 60% in size
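Luminescence from cellular ATP, measured with CellTiter-Glo, indicates HEK 293 viability. Cells plated at 250 cells/well are treated with compound for 48 or 72 hr at 37 degree Celsius before reagent addition.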
IP6K1 inhibitor – blocks human inositol hexakisphosphate kinase 1. IP6K1 kinase, ADP-Glo luminescence, 2 h; stronger effect = lower value. Q92551. AID 1645851. hit rate 0.81% among 140,000. activity change, % (series mostly up to about 58 µM); in the data active = activity change below about -25%
Target sequence (Q92551 whole entry, looked up): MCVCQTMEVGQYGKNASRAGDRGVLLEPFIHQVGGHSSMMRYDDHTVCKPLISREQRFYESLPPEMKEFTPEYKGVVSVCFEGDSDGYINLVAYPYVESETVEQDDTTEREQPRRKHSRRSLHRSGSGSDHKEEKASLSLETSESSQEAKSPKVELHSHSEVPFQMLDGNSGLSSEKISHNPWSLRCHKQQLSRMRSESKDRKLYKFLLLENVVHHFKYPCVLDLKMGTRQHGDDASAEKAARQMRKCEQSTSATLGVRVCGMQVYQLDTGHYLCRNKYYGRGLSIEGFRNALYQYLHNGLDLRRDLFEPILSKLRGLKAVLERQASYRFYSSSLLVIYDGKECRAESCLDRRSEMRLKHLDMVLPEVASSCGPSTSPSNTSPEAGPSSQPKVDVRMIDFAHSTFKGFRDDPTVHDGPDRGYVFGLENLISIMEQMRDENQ
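ADP-Glo luminescence measures ADP made by human IP6K1 during a 2 h RT reaction with ATP/IP6 (mix at 1.3 mM/130 uM); top library doses 57.5 and 19.1 uM final.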
SNCA expr inh – inhibitors of alpha-synuclein (SNCA) gene expression; HEK-293 SNCA-luciferase knock-in, luminescence, 24 h; Potency, µM (doses to about 57.2 µM), without a hit: top-dose activity change, negative = inhibition, most hits filed as inhibitors; hit rate 0.17% among 140,000;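 also: potency is read from the fitted curve at half-maximal effect; plate controls were DMSO cells for no effect and cell-free wells for full effect; nearly all actives have a fitted effect of over 45% in size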
Luciferase inh – blocks purified firefly luciferase enzyme activity; P08659; purified P. pyralis luciferase, luminescence, biochemical; AID 1347043; Potency, µM (highest dose often 115 µM), for the others: at the top dose activity change, negative = inhibition, usual class: inhibitors; hit rate 2.5% among 76,000; also: potency is read from the fitted curve at half-maximal effect; nearly all actives have a fitted effect of over 65% in size
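Purified 10nM P. pyralis luciferase with 10uM D-luciferin and 10uM ATP in 50mM Tris acetate pH 7.5, 10mM Mg acetate, 0.01% Tween-20, 0.05% BSA. qHTS titration; luminescence read by CCD imager.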
3T3 cytotox – cytotoxic compounds in NIH 3T3 cells | AID 1345082 | Potency, µM (series often up to 96.7 µM), for the others: at the highest dose activity change, negative = cytotoxicity, usual class: inhibitors | hit rate 4.3% among 94,000 | NIH 3T3 viability, CellTiter-Glo ATP luminescence, 48-72 h; also: potency is read from the fitted curve at half-maximal effect; nearly all actives have a fitted effect of over 55% in size
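Viability of NIH 3T3 cells after 48 or 72 hr compound treatment at 37 °C was assessed by CellTiter-Glo, with luminescence imaged following a 10 min room-temperature step.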
SNCA viab count – cell viability loss counter-screen; HEK-293-SNCA-luc viability, GF-AFC fluorescence, 24 h; Potency, µM (highest dose often 57.1 µM), for the others: at the top dose activity change, negative = cytotoxicity, hits mostly cytotoxic; hit rate 0.12% among 150,000; AID 1671193;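 also: potency is read from the fitted curve at half-maximal effect; 0% = DMSO-treated cells and -100% = medium-only wells without cells; nearly all actives have a fitted effect of over 30% in size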
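HEK-293-SNCA-luc cells (1500/well) plated 24 h, then exposed 24 h to a dilution series; GF-AFC added 30 min at 37C, fluorescence 405/540 nm; normalised to medium-only and DMSO wells, Hill fit.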
GPT2 inhibitor – GPT2 alanine aminotransferase inhibition; Potency, µM (series often up to 57.7 µM), inactives show at the highest dose activity change, negative = inhibition, usual class: inhibitors; hit rate 0.25% among 100,000; Q8TD30; AID 1671188; Recombinant GPT2, coupled pyruvate oxidase/HRP Amplex Red fluorescence; also: potency is read from the fitted curve at half-maximal effect; nearly all actives have a fitted effect of over 60% in size; many of its hits are not listed in these tables
Target sequence (Q8TD30 whole entry, looked up): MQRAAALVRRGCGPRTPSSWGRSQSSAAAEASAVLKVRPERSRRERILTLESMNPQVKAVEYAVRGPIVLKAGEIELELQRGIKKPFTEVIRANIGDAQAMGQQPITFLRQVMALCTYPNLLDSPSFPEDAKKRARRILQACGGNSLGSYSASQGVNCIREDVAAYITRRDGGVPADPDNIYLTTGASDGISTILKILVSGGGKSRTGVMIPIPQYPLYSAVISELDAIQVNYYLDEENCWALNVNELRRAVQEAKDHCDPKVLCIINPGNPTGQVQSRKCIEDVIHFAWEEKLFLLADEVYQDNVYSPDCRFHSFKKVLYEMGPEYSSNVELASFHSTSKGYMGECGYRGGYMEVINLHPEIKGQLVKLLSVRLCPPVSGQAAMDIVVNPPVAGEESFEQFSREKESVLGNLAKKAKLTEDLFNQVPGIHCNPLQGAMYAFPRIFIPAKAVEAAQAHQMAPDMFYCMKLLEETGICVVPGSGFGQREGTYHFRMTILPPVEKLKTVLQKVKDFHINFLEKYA
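GPT2 10ng/uL, a-KG 250uM, L-Ala 2mM, HEPES pH7.5 + 0.0001% Tween; 30 min RT. Then Amplex mix (PO/HRP/ThPP), 30 min RT dark, fluorescence. AOA 50uM used as positive control.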
An asterisk follows results filed as active; [ ] = dose if it differs, or a comment. Unless noted, calls follow the shape of the dose curve; as a rule, active = well fitted curve in the direction sought with a large enough effect; inconclusive = small, poorly fitted or top-dose-only effect, or another doubt; inactive = no such curve, though single readings can be large; an effect the other way counts as inactive or inconclusive. Unless noted, % is scaled to controls: 0 for no effect and ±100 for the full control effect. Only part of the results is shown, so the mix of outcomes need not match the whole.

Sample of the layout, three compounds:
What do the screens show for `COc1cc(OC)cc(C(=O)NCCn2ccn3nc(-c4cccc(OC)c4)cc3c2=O)c1`?
HEK cytotox: -24%; IP6K1 inhibitor: -13; SNCA expr inh: 39%[activator]; Luciferase inh: 18µM*; 3T3 cytotox: -24%; SNCA viab count: -14%; GPT2 inhibitor: inactive

How did COc1ccccc1-n1c(=O)c(C(=O)N2CCN(C(=O)NC3CCCC3)CC2)nc2cccnc21 do in these assays?
HEK cytotox: 0%; IP6K1 inhibitor: 25; SNCA expr inh: 1%; 3T3 cytotox: -22%; SNCA viab count: 5%; GPT2 inhibitor: inactive

How did COc1ccccc1OCCNC(=O)c1cc2n(n1)CC(c1ccc(Cl)cc1)OC2 (stereo unspecified) do in these assays?
HEK cytotox: inconclusive; IP6K1 inhibitor: -7; SNCA expr inh: inconclusive; Luciferase inh: -21%; 3T3 cytotox: inconclusive; SNCA viab count: -9%; GPT2 inhibitor: -3%

This part in full, repeating the preview:
What do the screens show for `COc1cc(OC)cc(C(=O)NCCn2ccn3nc(-c4cccc(OC)c4)cc3c2=O)c1`?
HEK cytotox: -24%; IP6K1 inhibitor: -13; SNCA expr inh: 39%[activator]; Luciferase inh: 18µM*; 3T3 cytotox: -24%; SNCA viab count: -14%; GPT2 inhibitor: inactive

How did COc1ccccc1-n1c(=O)c(C(=O)N2CCN(C(=O)NC3CCCC3)CC2)nc2cccnc21 do in these assays?
HEK cytotox: 0%; IP6K1 inhibitor: 25; SNCA expr inh: 1%; 3T3 cytotox: -22%; SNCA viab count: 5%; GPT2 inhibitor: inactive

How did COc1ccccc1OCCNC(=O)c1cc2n(n1)CC(c1ccc(Cl)cc1)OC2 (stereo unspecified) do in these assays?
HEK cytotox: inconclusive; IP6K1 inhibitor: -7; SNCA expr inh: inconclusive; Luciferase inh: -21%; 3T3 cytotox: inconclusive; SNCA viab count: -9%; GPT2 inhibitor: -3%

How did Cc1nn(CC(=O)Nc2ccccc2C(F)(F)F)c(=O)c2cccn12 do in these assays?
IP6K1 inhibitor: -3; SNCA expr inh: -5%; SNCA viab count: 9%

How did O=C(NCc1cccs1)c1ccc2nnc(CC3CC3)n2c1 do in these assays?
HEK cytotox: inactive; IP6K1 inhibitor: -9; SNCA expr inh: 26%[87.6 µM]; 3T3 cytotox: inconclusive; SNCA viab count: 14%[87.6 µM]; GPT2 inhibitor: inactive

What do the screens show for `COc1ccc(-n2c(=O)c(C(=O)NCc3cccs3)nc3cccnc32)cc1`?
HEK cytotox: 3%; IP6K1 inhibitor: 3; SNCA expr inh: -19%; 3T3 cytotox: -16%; SNCA viab count: -7%; GPT2 inhibitor: inactive

How did CCOC(=O)c1scc(-c2ccccc2)c1S(=O)(=O)N1CCN(c2ccccc2OC)CC1 do in these assays?
IP6K1 inhibitor: -1; SNCA expr inh: -24%; SNCA viab count: 8%

Results for COC1CCC12CCN(C(=O)c1cccnc1C)CC2 (stereo unspecified) ?
HEK cytotox: -6%; IP6K1 inhibitor: -14; SNCA expr inh: 11%; Luciferase inh: -10%; 3T3 cytotox: -8%; SNCA viab count: 3%; GPT2 inhibitor: 0%

Results for Cc1ccc(-c2nnc(C3CN(C(=O)Cc4c(C)noc4C)CC34CCOCC4)o2)cc1 (stereo unspecified) ?
HEK cytotox: -25%; IP6K1 inhibitor: 7; SNCA expr inh: -5%; Luciferase inh: -1%; 3T3 cytotox: -28%; SNCA viab count: -24%; GPT2 inhibitor: 0%

How did C[S+](=O)([O-])c1ccc(-c2cc(C(=O)NCCc3ccc(Cl)cc3)nn3cccc23)cc1 do in these assays?
HEK cytotox: inconclusive; IP6K1 inhibitor: 6; SNCA expr inh: 42%[activator]; 3T3 cytotox: 22µM*; SNCA viab count: inconclusive; GPT2 inhibitor: 1%

How did COc1ccccc1-c1ccnc2[nH]n(-c3ccccc3)c(=O)c12 do in these assays?
IP6K1 inhibitor: 3; SNCA expr inh: 18%; SNCA viab count: -6%

Results for CC(=O)O[C@@H]1[C@H](O[C@@H]2O[C@H](CO)[C@@H](O)[C@H](O)[C@H]2O)[C@@H](O[C@@H]2O[C@@H](C)[C@H](O)[C@@H](O[C@@H]3O[C@H](CO)[C@@H](O)[C@H](O)[C@H]3O)[C@H]2O)[C@H](OC(=O)[C@]23CCC(C)(C)C[C@H]2C2=CCC4[C@@]5(C)C[C@H](O)[C@H](O[C@@H]6O[C@H](C(=O)O)[C@@H](O)[C@H](O)[C@H]6O)[C@@](C)(C(=O)O)C5CC[C@@]4(C)[C@]2(C)CC3)O[C@@H]1C (stereo partly specified) ?
IP6K1 inhibitor: 10; SNCA viab count: -3%[12.5 µM]; GPT2 inhibitor: -1%[11.5 µM]

How did COc1ccc(CNC(=O)CCn2nc(C)c3c(C)n(-c4ccccc4)nc3c2=O)c(OC)c1 do in these assays?
IP6K1 inhibitor: 20; SNCA expr inh: 24%; SNCA viab count: 8%

How did COc1ccc(C(=O)N2CC[C@@H](n3c(=O)n(C)c4cccnc43)C2)c(OC)c1 do in these assays?
HEK cytotox: -13%; IP6K1 inhibitor: -4; SNCA expr inh: 12%; 3T3 cytotox: -33%; SNCA viab count: -20%; GPT2 inhibitor: -5%

What do the screens show for `COc1ccc(Cn2cc(C(C(=O)O)N(C)Cc3cccnc3)cn2)cc1` (stereo unspecified)?
HEK cytotox: inactive; IP6K1 inhibitor: 0; SNCA expr inh: -11%; Luciferase inh: 6%; 3T3 cytotox: 3%; SNCA viab count: -15%; GPT2 inhibitor: -6%

Results for C[C@]1(O)CCN(C(=O)c2ccc3c(c2)CCCC3)C[C@@H]1O ?
HEK cytotox: 4%; IP6K1 inhibitor: -16; SNCA expr inh: 107%[activator]; Luciferase inh: -6%; 3T3 cytotox: -4%; SNCA viab count: 2%; GPT2 inhibitor: 4%

Results for CC(C)C1NC(=O)C2CCCN2C1=O (stereo unspecified) ?
IP6K1 inhibitor: 1; SNCA viab count: -9%; GPT2 inhibitor: inactive

Results for CCc1nnc(NC(=O)CSc2nccn2Cc2ccccc2)s1 ?
IP6K1 inhibitor: -7; SNCA expr inh: -6%; SNCA viab count: 3%

How did O=C(CC1N=C2c3ccccc3N=C(SCc3cccc(F)c3)N2C1=O)NCc1cccs1 (stereo unspecified) do in these assays?
IP6K1 inhibitor: -18; SNCA expr inh: -17%; SNCA viab count: -10%

How did CCOC(=O)c1ccc(NC(=O)Cn2nc(C)c3nn(-c4ccc(Cl)cc4)c(C)c3c2=O)cc1 do in these assays?
IP6K1 inhibitor: 8; SNCA expr inh: 17%; SNCA viab count: -11%

How did CC(C)NC(=O)C(NC(=O)c1ccc2c(c1)OCO2)C1CCN(C(=O)c2ccc(F)cc2)CC1 (stereo unspecified) do in these assays?
HEK cytotox: -23%; IP6K1 inhibitor: 16; SNCA expr inh: -3%; Luciferase inh: 2%; 3T3 cytotox: -13%; SNCA viab count: -4%; GPT2 inhibitor: inactive

What do the screens show for `O=C(NCCS(=O)(=O)N1CCN(c2ccc(F)cc2)CC1)c1cc(=O)c2ccccc2o1`?
IP6K1 inhibitor: 10; SNCA expr inh: 15%; SNCA viab count: 9%

Results for CN1CCCCCCN(S(C)(=O)=O)CCC1=O ?
HEK cytotox: 2%; IP6K1 inhibitor: -10; SNCA expr inh: 4%; Luciferase inh: -2%; 3T3 cytotox: -11%; SNCA viab count: 1%; GPT2 inhibitor: -3%

How did CCCn1c(=N)c(C(=O)NCc2ccco2)cc2c(=O)n3cc(C)ccc3nc21 do in these assays?
IP6K1 inhibitor: -2; SNCA expr inh: -1%; SNCA viab count: inconclusive

What do the screens show for `O=C(Cc1ccc(Cl)cc1)N1CCC2(CC1)CN(C1CCC1)CC2CO` (stereo unspecified)?
HEK cytotox: inconclusive; IP6K1 inhibitor: 2; SNCA expr inh: -6%; Luciferase inh: 1%; 3T3 cytotox: inconclusive; SNCA viab count: -11%[12.5 µM]; GPT2 inhibitor: 2%

What do the screens show for `COc1ccccc1-c1nc(-c2c(C)noc2C)cc2[nH]c(C)cc12`?
HEK cytotox: inconclusive; IP6K1 inhibitor: -3; SNCA expr inh: 46%[activator][87.6 µM]; Luciferase inh: -19%[172 µM]; 3T3 cytotox: 25µM*; SNCA viab count: -3%[87.6 µM]; GPT2 inhibitor: 1%[88.5 µM]

Results for Cc1ccc(-n2ncc(C(=O)NCc3ccco3)c2C2CCN(C(=O)OC(C)(C)C)CC2)cc1C ?
IP6K1 inhibitor: -11; SNCA expr inh: inconclusive; SNCA viab count: inconclusive

How did Cc1ccccc1NC(=O)Cn1c(=O)n(Cc2ccccc2)c(=O)c2sc3ccccc3c21 do in these assays?
IP6K1 inhibitor: -4; SNCA expr inh: 24%; SNCA viab count: 2%

How did CCOC(=O)c1cc(NC(=O)c2ccc(Cl)cc2)c(=O)n2c1oc1ccccc12 do in these assays?
IP6K1 inhibitor: -4; SNCA expr inh: 11%; SNCA viab count: -9%

What do the screens show for `COCCCn1c(=O)c(C(=O)N2CCN(C(=O)Nc3ccc(Cl)cc3)CC2)nc2cccnc21`?
HEK cytotox: inconclusive; IP6K1 inhibitor: -9; SNCA expr inh: -29%; 3T3 cytotox: inconclusive; SNCA viab count: -4%; GPT2 inhibitor: inactive

Results for CCOC(=O)c1cc(S(=O)(=O)NCc2cccc(Cl)c2)[nH]n1 ?
IP6K1 inhibitor: 10; SNCA expr inh: 18%; SNCA viab count: 9%

How did CC1(C(=O)N2CCN(c3ccccn3)CC2)CCCCC(=O)N1 (stereo unspecified) do in these assays?
HEK cytotox: 15%; IP6K1 inhibitor: 5; SNCA expr inh: -11%; Luciferase inh: 9%; 3T3 cytotox: inactive; SNCA viab count: 4%; GPT2 inhibitor: inactive

What do the screens show for `O=C(c1ccccc1Cl)N1CCCCC1CCN1CCCCC1` (stereo unspecified)?
IP6K1 inhibitor: -6; SNCA expr inh: 0%; SNCA viab count: 4%

Results for COc1ccccc1N1CCN(CC(C(=O)NC(C)(C)C)c2ccccc2)CC1 (stereo unspecified) ?
IP6K1 inhibitor: 33; SNCA viab count: -12%; GPT2 inhibitor: 4%

What do the screens show for `COCCNC(=O)[C@@H]1CCC[C@@H](NC(=O)C2CC2)CN(C)C(=O)C1`?
HEK cytotox: -21%[172 µM]; IP6K1 inhibitor: 17; SNCA expr inh: inconclusive; Luciferase inh: -14%[172 µM]; 3T3 cytotox: -22%[138 µM]; SNCA viab count: 4%[87.6 µM]; GPT2 inhibitor: -4%[88.5 µM]

How did O=C(C[C@@H]1CCNC[C@@H]1Cc1cc(-c2ccc(F)cc2)on1)NCc1cccnc1 do in these assays?
HEK cytotox: -2%[172 µM]; IP6K1 inhibitor: -6; SNCA expr inh: 27%[87.6 µM]; Luciferase inh: 0%[172 µM]; 3T3 cytotox: 2%[138 µM]; SNCA viab count: 2%[87.6 µM]; GPT2 inhibitor: -15%[88.5 µM]
